Screening results: PubChem, several laboratories
M. tuberculosis GlmU: inhibition of mycobacterial GlmU enzyme – biochemical, glucosamine-1-phosphate acetyltransferase (AID 1376); inhibition, %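 (tested at 30 µM in the primary screen)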, or IC50 in µM where a hit was titrated; hit rate 0.25% among 220,000; M. tuberculosis GlmU acetyltransferase enzyme assay; higher % means a stronger effect; in the data active = inhibition above about 13%; inconclusive = no clear call, values can overlap the other calls;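 also: 0% = complete reaction with vehicle and 100% = reaction without substrate; strong numbers were not always called active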
Mtb RmlCD inh: inhibitors of Mycobacterium tuberculosis RmlC and RmlD coupled enzymes; RmlC+RmlD coupled enzyme assay, percent inhibition; primary screen in compound mixtures; hit rate 0.03% among 160,000; inhibition, % at 3.6 µM; AID 1533; in the data active = inhibition mostly above about 34%, no sharp cut-off; inconclusive = no clear call, values can overlap the other calls; inactive = mostly below about 22%; also: some results filed as inactive read as strong as hits
Target sequence (P9WH09 whole entry, looked up): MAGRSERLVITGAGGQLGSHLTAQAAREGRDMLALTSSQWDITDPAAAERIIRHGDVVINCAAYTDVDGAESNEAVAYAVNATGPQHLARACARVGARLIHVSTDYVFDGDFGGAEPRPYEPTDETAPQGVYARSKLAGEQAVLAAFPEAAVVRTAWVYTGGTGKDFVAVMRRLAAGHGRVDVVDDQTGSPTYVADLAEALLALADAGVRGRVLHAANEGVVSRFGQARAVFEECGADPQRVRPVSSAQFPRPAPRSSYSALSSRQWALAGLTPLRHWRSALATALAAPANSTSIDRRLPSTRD
Target sequence (P9WH11 whole entry, looked up): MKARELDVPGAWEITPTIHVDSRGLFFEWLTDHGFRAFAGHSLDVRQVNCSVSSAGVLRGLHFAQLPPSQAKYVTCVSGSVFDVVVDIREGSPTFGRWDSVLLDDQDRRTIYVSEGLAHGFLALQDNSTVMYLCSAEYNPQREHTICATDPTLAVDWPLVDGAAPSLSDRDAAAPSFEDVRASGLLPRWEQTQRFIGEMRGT
The depositor's hits bear a star; ? = inconclusive; / = no result given. This is a subset, so the mix of outcomes need not match the whole.

SMILES | M. tuberculosis GlmU | Mtb RmlCD inh
COn1c(-c2ccccc2)nc2ccc(Cl)cc21 | 3.1% | -8.5
CC(=O)c1c(C)n(C)c2ccc(OC(=O)c3ccc([N+](=O)[O-])cc3)cc12 | 5.8% | 6.1
N#Cc1ccc(OCc2nnc(SCC(=O)N3CCCc4ccccc43)n2-c2ccccc2)cc1 | 6.6% | /
COc1ccc(C2(C(=O)Nc3cc(C)on3)CCOCC2)cc1 | -2.2% | -7.0
CCOC(=O)c1cc2c(=O)n3ccccc3nc2n(CCOC)c1=NC(=O)c1ccncc1 | 0.0% | 3.7
COc1cc2c(cc1O)[C@H](Cc1ccc(Oc3cc(C[C@@H]4NCCc5cc(OC)c(O)cc54)ccc3O)cc1)NCC2 | -13.2% | /
O=C(O)CSc1ncnc2c1sc1nc(-c3ccccc3)c3c(c12)CCC3 | -1.6% | -13.7
O=C(Nc1cc(C(F)(F)F)ccc1N1CCCCC1)c1ccco1 | 5.1% | -4.0
Cc1ccccc1NC(=S)N1CCOCC1 | -0.6% | -0.4
Cc1ccc(NC(=O)Cc2n[nH]c(=S)n2C)cc1 | / | -10.1
COCC(C)n1c(C)cc(C(=O)COC(=O)C2=NN(c3ccccc3)C(=O)CC2)c1C (centres undefined) | -2.3% | 8.1
O=C(COC(=O)C1CCCN1C(=O)C12CC3CC(CC(C3)C1)C2)c1ccc(Br)cc1 (centres undefined) | -2.4% | /
COc1cc(C2C=C(C34CC5CC(CC(C5)C3)C4)NC(=S)N2)cc(OC)c1OC (centres undefined) | 9.9% | -8.2
CC1(C)NC(=O)N(CC(O)COc2ccccc2-c2ccccc2)C1=O (centres undefined) | 0.1% | 2.4
CCOC(=O)CNC(=O)CSc1nnc(COc2ccc(Cl)cc2)n1CC | -1.4% | 4.9
COc1ccc(C2/C=C\CN(C(=O)c3ccccc3)[C@H](Cc3ccccc3)C(=O)N2Cc2ccc(F)cc2)cc1 (some centres undefined) | 2.5% | /
CCCCN(C)CCCNC(=O)c1cccc(N2CCCC2=O)c1 | 2.3% | -6.9
c1nc(N2CCOCC2)c2[nH]cnc2n1 | -0.3% | /
Cc1ccc2c(c1)C1C=CCC1C(C(=O)NCCCN1CCOCC1)N2 (centres undefined) | 3.8% | /
Cc1nnc(SCCn2c(N3CCN(Cc4ccccc4)CC3)nc3c2c(=O)[nH]c(=O)n3C)s1 | 2.8% | -13.2
COc1ccc(O)c(/C=N/NC(=S)Nc2cccnc2)c1 | -3.2% | /
Cc1cc(Br)ccc1SCC(=O)OCC(=O)Nc1ccccc1C#N | -1.2% | -5.9
CC(=O)Nc1ccc(NC(=O)CSc2nnc(-c3ccc(NS(C)(=O)=O)cc3)n2C)cc1C | -2.9% | /
Cc1cc(C(=O)N/N=C\c2ccc(COc3ccc([N+](=O)[O-])cc3)o2)ccc1[N+](=O)[O-] | -11.7% | -3.3

Part of the list above in order of length of the SMILES, smallest number first.
SMILES | M. tuberculosis GlmU | Mtb RmlCD inh
Cc1ccccc1NC(=S)N1CCOCC1 | -0.6% | -0.4
c1nc(N2CCOCC2)c2[nH]cnc2n1 | -0.3% | /
Cc1ccc(NC(=O)Cc2n[nH]c(=S)n2C)cc1 | / | -10.1
COc1ccc(O)c(/C=N/NC(=S)Nc2cccnc2)c1 | -3.2% | /
CCCCN(C)CCCNC(=O)c1cccc(N2CCCC2=O)c1 | 2.3% | -6.9
O=C(Nc1cc(C(F)(F)F)ccc1N1CCCCC1)c1ccco1 | 5.1% | -4.0
Cc1ccc2c(c1)C1C=CCC1C(C(=O)NCCCN1CCOCC1)N2 (centres undefined) | 3.8% | /
CC1(C)NC(=O)N(CC(O)COc2ccccc2-c2ccccc2)C1=O (centres undefined) | 0.1% | 2.4
O=C(O)CSc1ncnc2c1sc1nc(-c3ccccc3)c3c(c12)CCC3 | -1.6% | -13.7
COc1cc(C2C=C(C34CC5CC(CC(C5)C3)C4)NC(=S)N2)cc(OC)c1OC (centres undefined) | 9.9% | -8.2
COCC(C)n1c(C)cc(C(=O)COC(=O)C2=NN(c3ccccc3)C(=O)CC2)c1C (centres undefined) | -2.3% | 8.1
O=C(COC(=O)C1CCCN1C(=O)C12CC3CC(CC(C3)C1)C2)c1ccc(Br)cc1 (centres undefined) | -2.4% | /
CC(=O)Nc1ccc(NC(=O)CSc2nnc(-c3ccc(NS(C)(=O)=O)cc3)n2C)cc1C | -2.9% | /
Cc1cc(C(=O)N/N=C\c2ccc(COc3ccc([N+](=O)[O-])cc3)o2)ccc1[N+](=O)[O-] | -11.7% | -3.3
COc1ccc(C2/C=C\CN(C(=O)c3ccccc3)[C@H](Cc3ccccc3)C(=O)N2Cc2ccc(F)cc2)cc1 (some centres undefined) | 2.5% | /
COc1cc2c(cc1O)[C@H](Cc1ccc(Oc3cc(C[C@@H]4NCCc5cc(OC)c(O)cc54)ccc3O)cc1)NCC2 | -13.2% | /

(list continues)
SMILES | M. tuberculosis GlmU | Mtb RmlCD inh
c1ccc(CCN2CCN(c3ncnc4c3cnn4-c3ccccc3)CC2)cc1 | 4.4% | /
CN1CCN(C(=O)COc2ccc(S(=O)(=O)N(C)Cc3ccccc3)cc2)CC1 | -6.5% | 8.7
CS(=O)(=O)c1sc(C#N)c2c1C(=O)CC(c1ccccc1)C2 (centres undefined) | 10.2% | -0.3
O=C(NCC1COc2ccccc2O1)c1ccccc1 (centres undefined) | -3.0% | 70.1
CC1=C(C(=O)Nc2ccccc2)C(c2cccnc2)n2ncnc2N1 (centres undefined) | -5.7% | 8.9
CCN1CCN(C(C(=O)NC2CCCC2)c2cc3c(cc2[N+](=O)[O-])OCO3)CC1 (centres undefined) | 0.3% | -11.9
CSc1nc2ccc3nc(NC(=O)c4ccc(C)cc4)sc3c2s1 | / | -4.4
COc1ccc(CN2[C@@H](CC(C)=O)c3cc(C(F)(F)F)ccc3S2(=O)=O)cc1 | 2.0% | /
C=CCNc1ncnc2sc(SC)nc12 | -6.5% | -9.1
CCNC(=S)NNC(=O)c1ccccc1OC(F)F | 9.9% | 12.0
Cc1ccc(-c2cc(C(=O)Nc3nn[nH]n3)c3ccccc3n2)cc1 | 4.6% | /
COc1cc(/C=N/Nc2nc(Nc3ccccc3)nc(N3CCCCC3)n2)ccc1OCC(=O)O | 3.2% | -4.0
CSc1nc(-c2ccc(C)cc2)nc(C(Cl)Cl)n1 | / | -4.0
Cc1ccc(NC(=O)CSc2ccc(C(N)=O)cc2[N+](=O)[O-])cc1C | -6.7% | /
CC(=O)N1CCc2cc(S(=O)(=O)CCC(=O)N3CCc4ccccc4C3)ccc21 | -4.1% | /
CCCCNC(=O)CCC(=O)Nc1ccc2nc(N3CCN(C)CC3)cc(C)c2c1 | 5.0% | 14.4
O=C(Nc1nnc(Cc2ccc(Cl)cc2)s1)C1CCCO1 (centres undefined) | 0.0% | -6.2
CN(C)S(=O)(=O)c1cccc(NC(=O)c2ccc3nccnc3c2)c1 | 10.4% | 9.7
COCCCN1C(=O)C(O)=C(C(C)=O)C1c1ccccn1 (centres undefined) | -2.8% | /
O=C(Nc1ccon1)c1ccc(N2CCCCC2)c([N+](=O)[O-])c1 | 0.5% | /
COC(=O)Cn1c(=NC(=O)CSCC(=O)Nc2cc(C)on2)sc2ccccc21 | -1.4% | /
COc1cccc(NC(=O)Nc2ccc3c(c2)nnn3C)c1 | 0.9% | /
O=C(CSc1nnnn1C1CCCCC1)N1CCN(C(=O)c2ccco2)CC1 | 8.5% | 27.7
O=C(NCCC1=CCCCC1)C(=O)NCC(c1ccco1)N1CCN(c2ccccc2)CC1 (centres undefined) | 7.9% | 2.0
COc1cc2c(cc1O)C(Cc1ccc(O)cc1)[N+](C)([O-])CC2 (centres undefined) | 0.9% | /
CCOC(=O)c1sc(NC(=O)c2cc3n(n2)C(C(F)(F)F)CC(c2ccccc2)N3)c(C(=O)OCC)c1C (centres undefined) | 2.5% | /
Cc1cccc(-n2nnnc2SCc2csc(-c3ccccc3)n2)c1 | 3.4% | /
CCn1c(SCC(=O)Nc2nc(C)cs2)nnc1C(NC(=O)c1ccccc1Cl)C(C)C (centres undefined) | 1.6% | /
CCCn1cc(SCC(=O)Nc2ccc3c(c2)OCO3)c2ccccc21 | -1.7% | -12.2
COc1ccc(CCNC(=O)CCCOc2cc(=O)n(C)c3ccccc23)cc1OC | 4.2% | 7.5
CC1(C(=O)N2CC3(CC(c4cccc([N+](=O)[O-])c4)=NO3)C[C@H]2C(=O)NCC(N)=O)CC1 (some centres undefined) | 4.8% | -0.8
O=S(=O)(Nc1cccnc1)c1ccccc1 | 1.7% | -10.8
CCOC(=O)c1ccc(CNC(=O)Cn2nnc(-c3ccccc3F)n2)o1 | 0.8% | 6.5
c1cncc(CNc2nc(N3CCOCC3)nc(N3CCOCC3)n2)c1 | 2.6% | -13.3
O=C(Nc1ccc(Br)cc1)N1CCCC(O)C1 (centres undefined) | 1.4% | -9.5
CN1CCN(/N=C/c2ccc(-c3ccccc3)cc2)CC1 | -8.7% | 5.6
Cc1c(Cl)cccc1Nc1ccccc1C(=O)O | 3.6% | 15.7
CCOC(=O)C1/C(=N\O)CC(C)(O)C(C(=O)OCC)C1c1ccc(N(C)C)cc1 (centres undefined) | -0.1% | 5.6
O=C(COC(=O)C1(c2ccccc2F)CCCC1)N1CCc2ccccc21 | -4.9% | 19.1
O=C1CC(c2ccncc2)c2cc3c(cc2N1)OCO3 (centres undefined) | -4.1% | 7.6
COCCOC(=O)c1c(C)oc2ccc(OC(=O)N(C)C)cc12 | -1.1% | 3.9
CN1c2ccccc2-c2nc3ccccc3n2C1c1cccs1 (centres undefined) | 5.7% | 3.8
C[C@@H]1CC[C@@]2(O[C@H](CCO)C[C@@H](O)[C@@H]2O)O1 | -0.2% | /
COc1ccccc1NC(=O)c1cc(Cl)nc2ccccc12 | 0.0% | 15.3
Cn1nnnc1SCSc1nnnn1C | 0.7% | 6.4
C=CCn1c(=S)[nH]c2nc3c(cc2c1=O)COC(C)(C)C3 | 8.8% | /
Cc1ccc(NC(=O)CN2C(=O)S/C(=C\c3cccn3-c3cccc(C(=O)O)c3)C2=O)c(C)c1 | 11.7% | -3.9
CCOC(=O)CSc1nc(=O)n2ccccc2n1 | -4.6% | -4.2
C/C(=N\NC(N)=O)c1ccc(-n2ccnc2)cc1 | -3.6% | 1.7
O=c1[nH]cnc2c1C(c1ccccc1[N+](=O)[O-])c1c(nc[nH]c1=O)O2 | -5.8% | /
COc1cc(C)c(Cl)cc1S(=O)(=O)NCCN1CCOCC1 | 3.9% | /
CCn1nc(C)c(/C=N/NC(=O)Cn2nccc2C)c1C | 2.2% | /
CN(CCOCCOc1ccc2ccccc2c1)Cc1ccccc1 | 3.4% | 8.4
COc1ccc(CN(C)CC(=O)Nc2ccccc2C(F)(F)F)cc1 | -6.5% | -12.3
O=C(C1CCN(S(=O)(=O)c2cccc3cccnc23)CC1)N1CCn2c1nc1ccccc12 | / | -8.6
C=CCN(C)CC/C=C1\c2ccccc2CSc2ccccc21 | -1.4% | /
CCCCCCn1c(CN2CCN(C)CC2)nc2c1c(=O)n(C)c(=O)n2C | -3.0% | 5.8
CCc1ccc(-c2cc(C(F)(F)F)n3nc(C(=O)Nc4c(C)nn(Cc5ccccc5Cl)c4C)cc3n2)s1 | 0.1% | /
CC1(C)CC(=O)C(C=Nc2ccccc2C(=O)O)=C(O)C1 | -2.2% | /
CC(=O)NO | 2.4% | /
(further entries)
SMILES | M. tuberculosis GlmU | Mtb RmlCD inh
COc1ccc(C2C(C(=O)NCc3ccco3)c3ccccc3C(=O)N2C)cc1 (centres undefined) | 0.3% | -0.3
O=c1cc(Cl)[nH]c(=O)n1CCNc1ncc(C(F)(F)F)cc1Cl | -0.7% | -1.8
O=C(c1cnn2c(C(F)(F)F)cc(-c3ccc(Br)cc3)nc12)N1CCOCC1 | 4.8% | /
O=C(CSc1nnnn1-c1ccc(Cl)c(C(=O)O)c1)NC(c1ccccc1)c1ccccc1 | -6.5% | ?
CCCC(=O)Nc1ccc(C)c(O)c1 | -1.3% | -6.3
COc1cc(N/N=C/c2ccccc2O)ncn1 | -4.7% | 10.5
Cn1cccc1C(=O)OCC(=O)NC(=O)NC1CCCCC1 | -1.6% | 8.9
CCN(CC)C(=O)CSCc1cnn(-c2ccccc2)c1-n1cccc1 | -4.4% | /
CCOC(=O)N1CCN(C(=O)C(C)N(c2ccccc2)S(C)(=O)=O)CC1 (centres undefined) | -5.8% | 7.3
Cc1nc(CN(C)Cc2nc(Cc3cccc(F)c3)no2)cs1 | 0.3% | -14.4
O=C1/C(=C/c2ccccn2)SC(=S)N1c1ccc(O)cc1 | 3.5% | -8.6
Cc1ccc2c(c1)CC1(CN2C)C(=O)NC(=O)N(CCc2ccccc2)C1=O (centres undefined) | 4.3% | 0.7
Cc1ccc(-c2c(C#N)c(N)nc3c2CCCCC3)cc1 | 1.3% | -8.5
Cc1ccc2c(CN3C(=O)NC(C)(c4ccc5c(c4)OCO5)C3=O)cc(=O)oc2c1 (centres undefined) | 4.8% | 9.8
CCOC(=O)N1CCN(C(=S)Nc2cc(OC)c(OC)cc2C(=O)OC)CC1 | -2.9% | /
CC12CC(c3ccccc3O1)C(C(=O)NCc1ccccc1)C(=O)N2 (centres undefined) | 6.8% | -5.5
Cc1ccccc1OCc1nnc(SCc2cc(=O)[nH]c3ccccc23)o1 | 0.4% | /
C/C(=N\NC(=O)c1ccc(Cl)cc1)c1ccc(N2CCOCC2)cc1 | -5.0% | 3.5
O=C(CCN1C(=O)C2C3C=CC(C3)C2C1=O)NCCN1CCCc2ccccc21 (centres undefined) | -1.7% | 5.0
O=C(CCNC(=O)Cn1ccc2ccccc2c1=O)NCCCN1CCOCC1 | -5.9% | -6.7
Cc1ccc(S(=O)(=O)N(C)C)cc1NC(=S)N1CCN(Cc2ccc3c(c2)OCO3)CC1 | 5.9% | -2.6
O=C1NC(=O)N(CCc2ccc(F)cc2)C(=O)/C1=C/c1cccs1 | -2.2% | -9.0
CCCc1cc(=O)oc2c(C)c(OS(C)(=O)=O)ccc12 | -1.9% | /
